C-LANA FP = inhibitors of KSHV C-LANA binding to DNA, primary screen, biochemical, fluorescence polarization, FAM-LBS DNA, MBP-C-LANA, single point | inhibition, % at 9 µM | hit rate 0.078% among 340,000 | AID 504423, 2011 | Kaposi's sarcoma herpesvirus LANA C-terminal domain (residues 932-1162) DNA binding;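 active = highest replicate inhibition at or above 60% at 9 µM, even if other replicates fall short; inactive = all replicates below 60% inhibition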;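 note: 0% = neutral control wells and 100% = 4 µM acridine orange control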
Arr AP2 block = inhibitors of beta-arrestin/AP2 binding, primary screen, biochemical, GPCR trafficking, flow cytometry; inhibition, % at 10 µM; AID 504490, 2011; beta-arrestin 1 C-terminal peptide binding to AP2 beta2-adaptin appendage (human); FITC-arrestin peptide / GST-AP2 beads; AP2 beta2 appendage carries R879A mutation; hit rate 0.31% among 340,000;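 active = inhibition above a set limit, near 3 SD of compounds lacking own fluorescence, cut at about 54% in these data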;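 note: plate controls were DMSO wells for no effect and 5 µM unlabelled arrestin peptide for full effect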
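system = GST-tagged AP2 beta2-adaptin appendage (R879A) on 4 µm glutathione beads | reagent = FITC-labelled arrestin peptide probe, 50 nM final | schedule = compound with beads 12 min RT, then probe 1 h RT | signal = HyperCyt-sampled flow cytometry, FL1 channel, ex 488/em 535 nm | read-out = percent response from loss of bead-bound FITC fluorescence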
DAGLB inh = DAGLB lipase inhibitors, primary screen, biochemical, fluorescence, HTS | HEK293T DAGLB membrane lysate, EnzChek fluorogenic substrate | inhibition, % at 5.17 µM | hit rate 0.059% among 340,000 | AID 504411, 2011; in the data active = inhibition above about 34%;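 note: 0% = enzyme with vehicle and 100% = wells lacking enzyme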
Pemphigus Ab inh = inhibitors of pemphigus antibody binding to DSG3, primary screen, biochemical, bead-based, flow cytometry, scFv-GFP; binding (percent of control), % at 10 µM; Desmoglein-3 (Homo sapiens), P32926; hit rate 0.48% among 310,000; DSG3-coupled beads, scFv-anti-DSG3-GFP binding; stronger effect = lower value;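 active = binding more than 3 SD below its plate's average and above zero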; note: some compounds called inactive have numbers as strong as hits
Target sequence (P32926 whole entry, looked up): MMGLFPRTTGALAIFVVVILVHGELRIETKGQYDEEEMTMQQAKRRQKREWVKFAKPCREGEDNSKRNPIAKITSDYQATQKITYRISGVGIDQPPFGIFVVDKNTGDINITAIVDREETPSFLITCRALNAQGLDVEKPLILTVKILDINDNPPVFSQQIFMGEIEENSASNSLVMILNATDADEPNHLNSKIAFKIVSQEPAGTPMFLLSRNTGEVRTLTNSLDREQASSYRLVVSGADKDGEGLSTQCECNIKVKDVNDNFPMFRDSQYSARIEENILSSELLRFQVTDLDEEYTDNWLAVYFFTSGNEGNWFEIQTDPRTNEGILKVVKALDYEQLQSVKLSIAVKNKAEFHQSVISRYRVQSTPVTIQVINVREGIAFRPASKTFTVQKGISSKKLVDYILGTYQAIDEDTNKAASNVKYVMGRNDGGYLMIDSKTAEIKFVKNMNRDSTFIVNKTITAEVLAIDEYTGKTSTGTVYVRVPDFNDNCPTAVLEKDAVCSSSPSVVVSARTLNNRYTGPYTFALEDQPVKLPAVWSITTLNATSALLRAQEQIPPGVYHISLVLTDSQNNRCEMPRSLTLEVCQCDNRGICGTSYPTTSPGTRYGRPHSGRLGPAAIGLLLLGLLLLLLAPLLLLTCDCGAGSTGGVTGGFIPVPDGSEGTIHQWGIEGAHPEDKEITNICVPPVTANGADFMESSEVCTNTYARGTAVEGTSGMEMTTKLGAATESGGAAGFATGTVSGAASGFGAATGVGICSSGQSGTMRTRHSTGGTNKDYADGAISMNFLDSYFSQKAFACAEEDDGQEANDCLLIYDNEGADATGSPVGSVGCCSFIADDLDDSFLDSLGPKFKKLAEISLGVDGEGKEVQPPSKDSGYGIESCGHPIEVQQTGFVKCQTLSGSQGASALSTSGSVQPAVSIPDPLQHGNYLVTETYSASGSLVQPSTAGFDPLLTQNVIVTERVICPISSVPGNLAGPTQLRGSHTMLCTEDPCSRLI
CAL PDZ FP-1 = CAL PDZ peptide-binding inhibitors, primary screen, biochemical, fluorescence polarization, Cer-tagged CAL PDZ, HTS; Golgi-associated PDZ and coiled-coil motif-containing protein (Homo sapiens), Q9HD26; purified CAL PDZ, TMR-peptide fluorescence polarization, 1 h; inhibition, % at 20 µM; hit rate 0.02% among 330,000; AID 504414, 2011;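 active = highest replicate inhibition of at least 40%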;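 note: plate controls were DMSO neutral control wells for no effect and unlabeled competitor peptide control wells for full effect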
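System: tagged CAL PDZ domain. Schedule: 1 h room-temperature incubation prior to read. Signal: fluorescence polarization (mP). Measure: percent inhibition from loss of millipolarization.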
NSD2 HMT inh = NSD2 histone methyltransferase inhibitors, primary screen, biochemical, AlphaScreen, single concentration, set 2; Histone-lysine N-methyltransferase NSD2 (Homo sapiens), O96028; NSD2 peptide methylation, 120 min; inhibition, % at 12.5 µM; hit rate 0.54% among 310,000; in the data active = inhibition above about 50%
CAL PDZ FP-2 = untagged CAL PDZ binding inhibitors, primary screen, biochemical, fluorescence polarization, HTS; AID 602252, 2012; Golgi-associated PDZ and coiled-coil motif-containing protein (Homo sapiens), Q9HD26; hit rate 0.92% among 300,000; purified CAL PDZ, TMR-peptide fluorescence polarization, 1 h; inhibition, % at 24.9 µM;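 active = mean inhibition of at least 30% with at least half of replicates also reaching 30%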;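 note: 0% = DMSO neutral control and 100% = excess unlabeled competitor peptide PRC23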
Keap1 Nrf2 FP = Keap1-Nrf2 protein-protein interaction inhibitors, primary screen, biochemical, fluorescence polarization, single point. Kelch-like ECH-associated protein 1 (Homo sapiens), Q14145. Keap1 Kelch-Nrf2 peptide fluorescence polarization, 1536-well. inhibition, % at 9.4 µM. hit rate 0.15% among 340,000. AID 504523, 2011; in the data active = inhibition above about 12%;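 note: human Keap1 Kelch domain with fluorescein labeled Nrf2 9mer peptide probe; 0% = neutral control wells and 100% = peptide positive control; higher means more block of Keap1 binding to Nrf2 peptide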
Cardiac RTF inh = cardiac RTF calcium sensitivity inhibitors, primary screen, biochemical, IANBD-TnC fluorescence, EC70 calcium; Troponin I, cardiac muscle (Homo sapiens) + Troponin T, cardiac muscle (Homo sapiens) + …; IANBD-labeled cardiac RTF, Ca2+ fluorescence; inhibition, % at 7.15 µM; hit rate 0.12% among 340,000; AID 493244, 2011;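 active = inhibition above the mean inhibition of all tested compounds plus 3 SD, cut at about 17% in these data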;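 note: assay run at fixed EC70 calcium of 1.6 mM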
V-ATPase pH = regulators of yeast V-ATPase proton pumping, primary screen, pHLuorin cytosolic pH fluorescence | S. cerevisiae | response, % at 10 µM | hit rate 0.37% among 350,000 | AID 504577, 2011; in the data active = response mostly above about 7.3%, no sharp cut-off; inactive = mostly below about 5.4%; note: actives read high; inactives centre near 0; some compounds called inactive have numbers as strong as hits; reference of the scale not given here
Starred values were filed as active, the others as inactive. The list is partial (hit frequency here may not be typical).

For CCOC(=O)N1CCC(N2CCCC(C(=O)c3cc(F)ccc3OC)C2)CC1 (configuration not stated) the results were C-LANA FP -1.0, Arr AP2 block 3, DAGLB inh -1, Pemphigus Ab inh 95, CAL PDZ FP-1 0.0, NSD2 HMT inh 1, CAL PDZ FP-2 -1, Keap1 Nrf2 FP 0, Cardiac RTF inh 2 and V-ATPase pH 1.
`Cc1nnc(NCCc2ccccc2)n(N)c1=O` gave C-LANA FP 2.2, Arr AP2 block 22, DAGLB inh -5, Pemphigus Ab inh 112, CAL PDZ FP-1 0.9, NSD2 HMT inh -1, CAL PDZ FP-2 1, Keap1 Nrf2 FP -2, Cardiac RTF inh 0 and V-ATPase pH 2.
Screening O=C1CCCCC1C(Nc1ccc(Cl)cc1)c1ccccc1 (configuration not stated) returned C-LANA FP 1.0, Arr AP2 block -9, DAGLB inh -5, Pemphigus Ab inh 109, CAL PDZ FP-1 0.1, NSD2 HMT inh -3, CAL PDZ FP-2 -5, Keap1 Nrf2 FP -6 and Cardiac RTF inh 0.
COC(=O)[C@H]1[C@H]2C[C@@H]3c4[nH]c5cc(OC)ccc5c4CCN3C[C@H]2C[C@@H](OC(=O)/C=C/c2cc(OC)c(OC)c(OC)c2)[C@@H]1OC was read as C-LANA FP 1.1, Arr AP2 block 5, DAGLB inh -1, Pemphigus Ab inh 120, CAL PDZ FP-1 30, CAL PDZ FP-2 0, Keap1 Nrf2 FP -6, Cardiac RTF inh 5 and V-ATPase pH 3.
For O=S1(=O)CC(N2CCCCC2)C(N2CCCCC2)C1 (configuration not stated) the results were C-LANA FP -0.1, Arr AP2 block 15, DAGLB inh 4, Pemphigus Ab inh 110, CAL PDZ FP-1 -1.2, NSD2 HMT inh -6, CAL PDZ FP-2 -4, Keap1 Nrf2 FP -3, Cardiac RTF inh -1 and V-ATPase pH -1.
`CC(=O)Oc1ccc(/C=C2/Oc3ccccc3C2=O)cc1` gave C-LANA FP -2.4, Arr AP2 block 18, DAGLB inh -11, Pemphigus Ab inh 114, CAL PDZ FP-1 -0.3, NSD2 HMT inh 3, CAL PDZ FP-2 -5, Keap1 Nrf2 FP -1, Cardiac RTF inh -3 and V-ATPase pH -2.
Screening CC(=O)Nc1ccc(-c2cc(C(=O)O)c3ccc(C)cc3n2)cc1 returned C-LANA FP -1.0, Arr AP2 block -6, DAGLB inh 1, Pemphigus Ab inh 104, CAL PDZ FP-1 -0.4, NSD2 HMT inh -3, CAL PDZ FP-2 -2, Keap1 Nrf2 FP -5, Cardiac RTF inh -6 and V-ATPase pH 3.
C[C@H](CO)N1C[C@H](C)[C@@H](CN(C)C(=O)Nc2ccc3c(c2)OCO3)Oc2c(NC(=O)Nc3ccc(C(F)(F)F)cc3)cccc2C1=O was read as C-LANA FP 0.7, DAGLB inh 2, Pemphigus Ab inh 103, CAL PDZ FP-1 0.4, CAL PDZ FP-2 -3, Keap1 Nrf2 FP 1, Cardiac RTF inh -17 and V-ATPase pH -1.
`COc1ccc(N2CC(C(=O)Nc3nnc(SCC(=O)NCc4ccco4)s3)CC2=O)cc1` (configuration not stated) gave C-LANA FP 0.1, Arr AP2 block -8, DAGLB inh 1, Pemphigus Ab inh 108, CAL PDZ FP-1 -2.4, CAL PDZ FP-2 -3, Keap1 Nrf2 FP -4, Cardiac RTF inh -4 and V-ATPase pH 0.
CCCN(Cc1ccccc1)C(=S)NC(=O)c1ccccc1[N+](=O)[O-] was read as C-LANA FP 1.6, Arr AP2 block 17, DAGLB inh 0, Pemphigus Ab inh 88, CAL PDZ FP-1 -0.3, NSD2 HMT inh -1, CAL PDZ FP-2 -7, Keap1 Nrf2 FP -2, Cardiac RTF inh -6 and V-ATPase pH 3.
CC1=NN(CCc2ccccn2)C(=O)CC1 was read as C-LANA FP 1.0, Arr AP2 block 3, DAGLB inh 0, Pemphigus Ab inh 104, CAL PDZ FP-1 -1.0, NSD2 HMT inh -2, CAL PDZ FP-2 -4, Keap1 Nrf2 FP 2, Cardiac RTF inh -5 and V-ATPase pH 3.
`CC(C)CN(C(=O)CSc1ccc2c(c1)OCCO2)c1c(N)n(CC(C)C)c(=O)[nH]c1=O` gave C-LANA FP -0.9, Arr AP2 block 26, DAGLB inh 2, Pemphigus Ab inh 109, CAL PDZ FP-1 -0.2, NSD2 HMT inh 5, Keap1 Nrf2 FP -1, Cardiac RTF inh 0 and V-ATPase pH -2.
Screening COc1ccc(C)cc1NC(=O)NCc1ccccc1F returned C-LANA FP -1.9, Arr AP2 block 2, DAGLB inh -3, Pemphigus Ab inh 103, CAL PDZ FP-1 0.6, NSD2 HMT inh 1, Keap1 Nrf2 FP -2, Cardiac RTF inh 6 and V-ATPase pH -2.
Screening Cc1cccc(Cn2c(=O)c3c(nc4n3CCCN4Cc3ccccc3)n(C)c2=O)c1 returned C-LANA FP 1.1, Arr AP2 block -3, DAGLB inh 1, Pemphigus Ab inh 93, CAL PDZ FP-1 -0.6, NSD2 HMT inh 4, CAL PDZ FP-2 -1, Keap1 Nrf2 FP 0, Cardiac RTF inh -13 and V-ATPase pH -1.
Screening Cc1nn(-c2ccc(Cl)cc2)c(Cl)c1/C=C(\C#N)C(N)=O returned C-LANA FP 0.1, Arr AP2 block -7, DAGLB inh -1, Pemphigus Ab inh 135, CAL PDZ FP-1 -3.6, NSD2 HMT inh 0, CAL PDZ FP-2 -2, Keap1 Nrf2 FP 2, Cardiac RTF inh -14 and V-ATPase pH 2.

As a working copy, two of the compounds above:
For O=S1(=O)CC(N2CCCCC2)C(N2CCCCC2)C1 (configuration not stated) the results were C-LANA FP -0.1, Arr AP2 block 15, DAGLB inh 4, Pemphigus Ab inh 110, CAL PDZ FP-1 -1.2, NSD2 HMT inh -6, CAL PDZ FP-2 -4, Keap1 Nrf2 FP -3, Cardiac RTF inh -1 and V-ATPase pH -1.
`CC(=O)Oc1ccc(/C=C2/Oc3ccccc3C2=O)cc1` gave C-LANA FP -2.4, Arr AP2 block 18, DAGLB inh -11, Pemphigus Ab inh 114, CAL PDZ FP-1 -0.3, NSD2 HMT inh 3, CAL PDZ FP-2 -5, Keap1 Nrf2 FP -1, Cardiac RTF inh -3 and V-ATPase pH -2.

Next section.
For Cc1nnc2ccc(-c3cccc(NC(=O)c4ccc(Br)o4)c3)nn12 the results were C-LANA FP -0.4, Arr AP2 block -10, DAGLB inh -3, Pemphigus Ab inh 99, CAL PDZ FP-1 -7.7, NSD2 HMT inh 26, CAL PDZ FP-2 0, Keap1 Nrf2 FP 5, Cardiac RTF inh 1 and V-ATPase pH 4.
`Nc1ccc(Oc2c(Cl)cccc2Cl)nc1` gave C-LANA FP 0.9, Arr AP2 block -1, DAGLB inh -1, Pemphigus Ab inh 116, CAL PDZ FP-1 -2.8, NSD2 HMT inh 1, CAL PDZ FP-2 2, Keap1 Nrf2 FP -4, Cardiac RTF inh -10 and V-ATPase pH 0.
`OCCC1CN(Cc2cccc(O)c2)CCN1CCc1ccccc1` (configuration not stated) gave C-LANA FP 1.5, Arr AP2 block 14, DAGLB inh 2, Pemphigus Ab inh 110, CAL PDZ FP-1 -2.2, NSD2 HMT inh -1, CAL PDZ FP-2 0, Keap1 Nrf2 FP -7, Cardiac RTF inh 8 and V-ATPase pH -1.
For Cc1ccc2[nH]c(=O)c(CN(CCc3ccccc3)C(=O)N3CCOCC3)cc2c1 the results were C-LANA FP 1.2, Arr AP2 block 8, DAGLB inh 0, CAL PDZ FP-1 1.3, NSD2 HMT inh 6, CAL PDZ FP-2 -4, Keap1 Nrf2 FP 0, Cardiac RTF inh 12 and V-ATPase pH 2.
For C=CCn1c(SCC(=O)N(CCO)CCO)nc2sc3c(c2c1=O)CCC3 the results were C-LANA FP -0.3, Arr AP2 block 23, DAGLB inh 0, Pemphigus Ab inh 112, CAL PDZ FP-1 -5.9, NSD2 HMT inh -2, Keap1 Nrf2 FP -1, Cardiac RTF inh -16 and V-ATPase pH -4.
Screening Cc1cc(C)n2nc(C(=O)NC3CCCc4ccccc43)nc2n1 (configuration not stated) returned C-LANA FP -1.4, Arr AP2 block 41, DAGLB inh -2, Pemphigus Ab inh 102, CAL PDZ FP-1 0.0, NSD2 HMT inh -1, CAL PDZ FP-2 1, Keap1 Nrf2 FP 0, Cardiac RTF inh 11 and V-ATPase pH 0.
`Cc1cc(OCc2cc(C(=O)N(C)Cc3ccccn3)no2)cc(C)c1Cl` gave C-LANA FP -1.8, Arr AP2 block -9, DAGLB inh -2, Pemphigus Ab inh 109, CAL PDZ FP-1 -2.0, NSD2 HMT inh -4, CAL PDZ FP-2 -3, Keap1 Nrf2 FP -6, Cardiac RTF inh 0 and V-ATPase pH 4.
CCCc1ccc(C(C)NC(=S)NC2CCCCC2)cc1 (configuration not stated) was read as C-LANA FP -0.4, Arr AP2 block -2, DAGLB inh -6, Pemphigus Ab inh 114, CAL PDZ FP-1 -1.7, NSD2 HMT inh -6, CAL PDZ FP-2 4, Keap1 Nrf2 FP -5, Cardiac RTF inh -11 and V-ATPase pH -1.
`COc1ccc(-c2nnc(C3CCN(S(=O)(=O)c4ccccc4)CC3)o2)cc1` gave C-LANA FP -0.1, Arr AP2 block -2, DAGLB inh -4, Pemphigus Ab inh 103, CAL PDZ FP-1 -0.8, CAL PDZ FP-2 -1, Keap1 Nrf2 FP 2, Cardiac RTF inh -1 and V-ATPase pH -1.
`Cc1onc(-c2ccccc2)c1C(=O)OCC(=O)c1ccc(F)cc1` gave DAGLB inh -6, Pemphigus Ab inh 103, NSD2 HMT inh -12 and V-ATPase pH 0.
O=C(NCCCN1CCOCC1)C(=O)N/N=C/c1ccc(F)cc1 was read as C-LANA FP -0.8, Arr AP2 block 7, DAGLB inh -3, Pemphigus Ab inh 87, CAL PDZ FP-1 -1.8, NSD2 HMT inh 3, CAL PDZ FP-2 -5, Keap1 Nrf2 FP 0, Cardiac RTF inh 0 and V-ATPase pH -5.
For COc1cc2c(cc1OC)-c1cc(Nc3ccccc3)nc(=O)n1CC2 the results were C-LANA FP -0.2, Arr AP2 block 20, DAGLB inh -5, Pemphigus Ab inh 112, CAL PDZ FP-1 -2.6, NSD2 HMT inh -2, Keap1 Nrf2 FP -2, Cardiac RTF inh -5 and V-ATPase pH 5.

High-throughput results: PubChem, several laboratories
